# CSN inh: inhibitors of CSN-mediated cullin deneddylation, primary screen, biochemical, fluorescence polarization, uHTS. COP9 signalosome complex subunit 5 (Homo sapiens), Q92905. Purified CSN, SCF-Nedd8-OG deneddylation. inhibition, % at 12.5 µM. 0.38% of 360,000 active;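 active means pattern-corrected inhibition above about 35%, with an unprinted fluorescence ratio check between 0.5 and 1.5, limit read from the data, passing the limit was not always enough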;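 further: 0% = enzyme with substrate and 100% = substrate without enzyme; some results filed as inactive read as strong as hits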
# Target sequence (Q92905 whole entry, looked up, one chain of several): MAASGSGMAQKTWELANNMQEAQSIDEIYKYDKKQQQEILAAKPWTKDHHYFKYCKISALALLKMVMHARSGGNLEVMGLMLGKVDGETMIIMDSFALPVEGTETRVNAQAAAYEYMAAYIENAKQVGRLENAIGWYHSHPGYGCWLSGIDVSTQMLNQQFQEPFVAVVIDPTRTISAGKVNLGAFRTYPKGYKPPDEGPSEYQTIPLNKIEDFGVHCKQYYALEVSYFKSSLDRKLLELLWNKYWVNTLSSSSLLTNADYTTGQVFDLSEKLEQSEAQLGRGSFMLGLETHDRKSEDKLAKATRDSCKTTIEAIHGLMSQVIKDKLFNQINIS
#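 Test system: purified human Csn5 enzyme expressed in HEK293T cells. Amount: 0.24 nM enzyme. Reagent: SCFSkp2-Nedd8OG substrate at 10 nM final. Schedule: 90 min incubation of compound, enzyme and substrate at room temperature. Detection: fluorescence polarization. Read-out: % inhibition of substrate cleavage by Csn5.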
# FAS-TE inh: FAS thioesterase domain inhibitors, primary screen, biochemical, fluorescence intensity, uHTS. recombinant FAS-TE, OMFH fluorogenic substrate, fluorescence endpoint. inhibition, % at 15 µM. 0.67% of 360,000 active;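 active means compounds whose normalised, plate-corrected inhibition of enzyme fluorescence in the single-dose primary screen is 50% or more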;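 further: 0% = DMSO with enzyme and 100% = substrate without enzyme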
# NadD block: inhibitors of S. aureus NadD, primary screen, biochemical, colorimetric, uHTS | AID 602399, 2012 | 0.78% of 360,000 active | inhibition, % at 20 µM | Nicotinate-nucleotide adenylyltransferase NadD (Staphylococcus aureus N315) | purified NadD enzyme, colorimetric absorbance read-out; in the data active means inhibition above about 26%; further: some compounds past the cut are filed as inactive
# Rin1-Abl PPI inh: inhibitors of Rin1-Abl protein binding, primary screen, biochemical, TR-FRET. inhibition, % at 7.35 µM. 0.4% of 360,000 active. AID 588664, 2011. Tyrosine-protein kinase ABL1 (Homo sapiens) + Ras and Rab interactor 1 (Homo sapiens), …; in the data active means inhibition above about 5%, passing the limit was not always enough
# Rpn11 inh: Rpn11 (PSMD14) deubiquitinase inhibitors, primary screen, biochemical, fluorescence polarization, uHTS; 26S proteasome non-ATPase regulatory subunit 14 (Homo sapiens), O00487; human 26S proteasome, Ub4-pepOG fluorescence polarization; 20S core pre-blocked with epoxomicin; calls only at 20 µM; 0.59% of 360,000 active; AID 588493, 2011;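 active means inhibition at 20 µM, scaled to each plate's controls, above about 33%, limit read from the data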
# MLLE-PAM2 inh: inhibitors of PABP1 MLLE–PAM2 peptide binding, primary screen, biochemical, fluorescence polarization, FITC-PAM2, GST-MLLE; Polyadenylate-binding protein 1 (Homo sapiens), P11940; inhibition, % at 20 µM; 0.36% of 360,000 active; AID 588489, 2011; in the data active means inhibition above about 35%, passing the limit was not always enough;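 further: plate controls were DMSO wells with GST-MLLE for no effect and wells lacking GST-MLLE protein for full effect; some results filed as inactive read as strong as hits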
# MT1-MMP act inh: blockers of MT1-MMP proenzyme processing, primary screen, HT1080 RFP-PRO-GFP cells, GFP/RFP fluorescence; AID 651647, 2012; GFP/RFP ratio change, % at 20 µM; GFP/RFP ratio fluorescence, overnight; percent of plate control window, DMSO zero; Matrix metalloproteinase-14 (Homo sapiens), P50281; 0.061% of 360,000 active;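 active means GFP/RFP ratio change of at least 30% with cell ATP level not reduced by more than half and red fluorescence within 50% of control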; further: strong numbers were not always called active
#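 Read-out: GFP/RFP fluorescence ratio; Test system: RFP-PRO-GFP reporter HT1080 cells; Compound dosing: single-point 20 µM compound, 1% DMSO; Times: overnight compound exposure at 37 °C.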
# SKN-1 inh: suppressors of acrylamide-induced Pgst-4::GFP reporter in worms, primary screen, SKN-1 inhibitor project, whole organism, uHTS, GFP/RFP fluorescence ratio, strain VP596. C. elegans VP596 Pgst-4::GFP/RFP ratio, 24 h. inhibition, % at 21.8 µM. 0.49% of 360,000 active;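 active means interference check ratio from 0.5 to 1.5 plus GFP to RFP signal ratio inhibition reaching or exceeding a fixed threshold, cut at about 30% in these data, passing the limit was not always enough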; further: some compounds called inactive have numbers as strong as hits
# Neddyl block: inhibitors of cullin neddylation, primary screen, biochemical, TR-FRET, uHTS, NAE and Ubc12; NEDD8-conjugating enzyme Ubc12 (Homo sapiens) + NEDD8-activating enzyme E1 regulatory …; calls only at 25 µM; 0.58% of 360,000 active; in the data active means inhibition above about 36%
# Target sequence (P61081 whole entry, looked up): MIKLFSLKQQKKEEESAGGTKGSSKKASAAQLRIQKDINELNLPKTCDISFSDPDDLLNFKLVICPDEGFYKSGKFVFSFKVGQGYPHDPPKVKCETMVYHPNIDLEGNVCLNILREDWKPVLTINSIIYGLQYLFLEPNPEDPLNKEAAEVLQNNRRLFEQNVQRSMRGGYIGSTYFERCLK
# Target sequence (Q13564 whole entry, looked up): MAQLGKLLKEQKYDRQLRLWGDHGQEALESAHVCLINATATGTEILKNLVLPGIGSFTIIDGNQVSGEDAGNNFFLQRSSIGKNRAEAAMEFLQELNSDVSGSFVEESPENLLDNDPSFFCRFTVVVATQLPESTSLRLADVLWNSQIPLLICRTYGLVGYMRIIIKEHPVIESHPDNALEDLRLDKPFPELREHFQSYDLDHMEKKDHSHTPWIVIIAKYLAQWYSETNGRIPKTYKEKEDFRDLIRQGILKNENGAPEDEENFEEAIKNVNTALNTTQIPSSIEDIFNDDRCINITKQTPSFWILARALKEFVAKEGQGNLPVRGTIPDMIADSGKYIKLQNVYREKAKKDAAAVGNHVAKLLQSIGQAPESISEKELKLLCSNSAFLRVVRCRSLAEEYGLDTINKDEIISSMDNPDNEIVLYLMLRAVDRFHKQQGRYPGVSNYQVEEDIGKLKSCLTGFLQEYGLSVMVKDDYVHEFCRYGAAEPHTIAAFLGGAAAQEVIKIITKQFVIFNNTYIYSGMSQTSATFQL
# An asterisk follows results filed as active; i = inactive; x = not tested or not shown. Rows were taken by chance; about 3.9% have a hit in one of these screens.
SMILES,CSN inh,FAS-TE inh,NadD block,Rin1-Abl PPI inh,Rpn11 inh,MLLE-PAM2 inh,MT1-MMP act inh,SKN-1 inh,Neddyl block
COc1ccc(S(=O)(=O)N2CCCC2CNC(=O)C(=O)NC2CCCC2)cc1 (configuration not stated),-2,-5,5,-2,i,1,0,6,i
CC(C)c1nnc(NC(=O)CCC(=O)N2CCN(Cc3ccc(F)cc3)CC2)s1,-3,-8,-1,4,i,-1,1,-12,i
O=c1cc(-c2ccc(C3CCCCC3)cc2)[nH][nH]1,-8,-6,6,4,i,11,0,5,i
COc1ccc(CNc2nc3c(c(=O)n(Cc4ccc(Br)cc4)c(=O)n3C)n2C)cc1,-2,20,5,0,i,9,3,21,i
CC(C)[C@H](NC(=O)C1CC(=O)N(c2ccc(F)cc2)C1)C(=O)N1CCCCC1 (some centres not stated),1,-6,-1,2,i,1,-1,23,i
Cc1ccc(Cn2c(SCC(=O)NCC3CCCO3)nc3ccsc3c2=O)cc1 (configuration not stated),-3,-2,-5,4,i,-7,6,-18,i
Clc1ccc(-c2c[n+](Cc3ccc(Br)cc3)c3n2CCCCC3)cc1,0,7,2,-3,i,2,-10,2,i
COc1ccccc1N1CCN(S(=O)(=O)c2ccccc2F)CC1,-1,8,-3,0,i,4,5,-4,i
COCCn1ccc2c(OCC(=O)NCc3ccc(C)cc3)cccc2c1=O,0,-5,-3,0,i,15,3,-17,i
CCc1ccccc1N(C(=O)c1snc(C(N)=O)c1N)C(C(=O)NCC1CCCO1)c1ccc(N(C)C)cc1 (configuration not stated),-5,0,6,-1,i,0,-4,11,i
CN(CC(=O)Nc1ccccc1Cl)C1CCCCC1,-3,6,1,1,i,-7,0,-16,i
Cc1ccc(-c2cnn3c(N4CCOCC4)cc(C)nc23)cc1,0,3,1,0,i,-5,-4,3,x
COc1ccccc1N1CCN(CC(=O)NCc2ccc(Cl)cc2)CC1,6,-4,-9,-1,i,1,2,4,i
CCC(=O)Nc1cccc(NC(=S)NC(=O)c2cc3ccccc3o2)c1,-5,0,-2,0,i,20,11,-3,i
COC(=O)c1cc(CNC(=O)c2ccc(S(=O)(=O)N(C)c3ccccc3)cc2)ccc1OC,-4,5,-7,-1,i,1,3,5,i
O=[N+]([O-])c1ccc(Oc2cccnc2)c([N+](=O)[O-])c1,-1,-4,-1,-2,i,-1,4,-24,i
COc1ccccc1-c1noc(CCCC(=O)NC2CCCC2)n1,0,-3,-7,-2,i,10,2,7,i
CCOC(=O)/C(=C\c1ccccc1)C(=O)c1cc(C(C)=O)c(Nc2ccccc2)s1,19,30,4,3,i,0,-34,6,i
CCCCOC(=O)Nc1nc2ccccc2s1,0,-2,0,0,i,11,1,2,i
COc1ccc(C(=O)Nc2nc(C)c(C)s2)cc1OC,5,-9,-2,0,i,6,21,4,i
CCc1nc2c(OCc3ccc(Cl)cc3)cccn2c1N(C)C(=O)c1ccncc1,-2,-6,-1,-3,i,-9,-8,27,i
CC(C)(C(=O)O)c1ccc([C@H](O)CCCN2CCC(C(O)(c3ccccc3)c3ccccc3)CC2)cc1,3,-4,3,2,i,9,3,12,i
Cc1cc(C(=O)OCC(=O)NCCCN2CCCC2=O)c2ccccc2n1,2,-2,3,-1,i,-3,1,-8,i
C=CCC1(/C=N/O)CCOC(C)(C)C1 (configuration not stated),4,-4,-3,-2,i,-8,-1,2,i
Cn1ncc(N=Cc2ccccc2O)c1C(=O)Nc1ccccc1,0,7,-1,-1,i,3,1,-8,i
Cc1ccc2[nH]cc(C(=O)CN3CCN(c4ccccc4F)CC3)c2c1,-1,-7,-9,-4,i,-4,2,2,i
O=C(Nc1c(-c2ccccc2)nc2ccccn12)c1ccccc1F,-2,-3,4,0,i,8,3,6,i
O=C(NCc1ccccn1)[C@@H]1CCCN1C(=O)[C@@H]1CCCN1C(=O)c1ccccc1,-7,-9,4,x,x,x,4,0,i
Cc1c(C(=O)Nc2ccc3c(c2)OCO3)oc2ccccc12,-3,19,-9,2,i,-4,-3,-14,i
C=Cc1ccc(N=Cc2c(O)ccc3ccccc23)cc1,39*,-6,-5,-1,x,-152,4,5,i
COc1ccc(C(N)c2csc(Nc3ccc(S(C)(=O)=O)cc3)n2)cc1 (configuration not stated),7,-2,1,0,i,-18,-13,6,i
NC(=O)c1ccc(C(F)(F)F)n(Cc2ccc(F)c(F)c2)c1=O,4,24,1,2,i,12,0,17,i
O=C(O)c1ccc2c(c1)C(=O)/C(=C/c1ccccc1)C2=O,0,-9,3,-1,i,40*,-12,14,i
CCn1c(SCC(=O)Nc2ccc(NC(=O)c3ccco3)cc2)nnc1-c1cccs1,1,-5,2,0,i,-5,6,-8,i
COc1cc(CNCCO)cc(Cl)c1OCc1ccc(Cl)cc1Cl,-6,-8,-11,-1,i,-2,-5,26,i
Cc1nn(C)c(C)c1S(=O)(=O)NCCc1ccc(Cl)cc1,0,-4,2,1,i,0,6,-1,i

# Single entries from the results shown:
# Under FAS-TE inh, Cc1ccc2[nH]cc(C(=O)CN3CCN(c4ccccc4F)CC3)c2c1 reads -7
# Under MLLE-PAM2 inh, C=Cc1ccc(N=Cc2c(O)ccc3ccccc23)cc1 reads -152

# Going on with the list.
SMILES,CSN inh,FAS-TE inh,NadD block,Rin1-Abl PPI inh,Rpn11 inh,MLLE-PAM2 inh,MT1-MMP act inh,SKN-1 inh,Neddyl block
CCC(C)(C)n1nnnc1CN(Cc1cc2cc(OC)ccc2[nH]c1=O)C1CCCC1,0,0,5,2,i,11,-7,5,i
Cc1ccc(N2C(=O)CC2(C#N)c2ccc(OCc3ccccc3)cc2)cc1 (configuration not stated),1,11,4,0,i,8,-4,-12,i
C[C@H](NC(=O)[C@@H]1CCCN1C(=O)[C@@H]1CCCN1C(=O)c1ccccc1)c1ccccc1,1,-14,-1,x,x,x,5,0,i
COC(=O)C1CN(C(=O)COc2ccccc2C)c2ccccc2O1 (configuration not stated),-3,-1,-2,0,i,0,0,-5,i
CCNC(=S)N(Cc1cccs1)Cc1cc2cc(OCC)ccc2[nH]c1=O,-5,-1,0,-2,i,-148,-9,5,i
C=C(Cl)COc1ccc2c(C)cc(=O)oc2c1,-6,6,-8,-1,i,-5,1,23,i
O=C1CC(C(=O)Nc2ccccc2)C2(CCCC2)O1 (configuration not stated),-1,-10,-1,7.7*,i,-9,-1,-8,i
COC(=O)c1c(C)[nH]c(C(=O)/C=C/c2ccccc2)c1C,-2,-6,-6,1,i,-18,2,5,i
CCCCN(C(=O)CN1C(=O)C2CCCCC2C1=O)c1c(N)n(CCCC)c(=O)[nH]c1=O (configuration not stated),1,-6,4,4,i,-8,3,15,i
COc1ccc(N2C(=O)c3ccccc3NC23C(=O)N(C)c2ccccc23)cc1 (configuration not stated),-1,-7,-7,3,i,-2,2,13,i
Cc1ccccc1C(=O)NCC(=O)OCC(=O)NNC(=O)c1ccccc1F,-2,-3,-5,0,i,0,1,-2,i
COc1c(O[C@@H]2O[C@H](CO)[C@@H](O)[C@H](O)[C@H]2O)cc2c(c1OC)-c1ccc(SC)c(=O)cc1C(NC(C)=O)CC2 (some centres not stated),-4,-3,1,-3,i,1,3,-14,i
Cn1nnnc1Sc1ncnc2scc(-c3ccccc3Br)c12,0,8,-3,4,i,5,-2,-7,i
Cc1cc(C(=O)COC(=O)CNC(=O)c2ccco2)c(C)n1Cc1ccco1,-12,-6,-4,0,i,-3,6,3,i
COc1ccc(S(=O)(=O)N2CCC(C(N)=O)(N3CCCCC3)CC2)cc1,-3,-4,-5,2,i,3,2,-8,i
COc1ccccc1CCC(=O)OCC(=O)Nc1cc(S(=O)(=O)N2CCOCC2)ccc1C,-2,0,-4,-1,i,3,0,1,i
CC(C)(CNC(=O)c1ccc(NS(=O)(=O)c2ccc(Br)cc2)cc1)N1CCOCC1,5,-8,-5,0,i,3,11,5,i
COc1ccc(OC)c(S(=O)(=O)N2CCN(c3ccccn3)CC2)c1,-6,3,1,-4,i,3,0,8,i
O=C(NCc1ccccc1)C1CCN(S(=O)(=O)N2CCCCCC2)CC1,0,-6,-4,6,i,5,5,-4,i
Cc1cc(C)c(NC(=O)NC(=O)c2cccc(F)c2)c(C)n1,0,-13,-2,0,i,-8,2,7,i
COCCNC(=O)COC(=O)c1ccc(S(=O)(=O)N2CCOCC2)cc1,-8,-6,2,5,i,-1,-5,-13,i
O=c1oc2ccccc2c2c1ncn2C1CCCCC1,2,-4,0,-1,i,3,-4,1,i
COc1cccc(NS(=O)(=O)NC(=O)c2c[nH]c3ccccc23)c1,-1,-4,-5,0,i,4,4,-3,i
CCS(=O)(=O)N1CCN(S(=O)(=O)c2ccc(Cl)s2)CC1,-4,-2,1,-4,i,-10,3,-2,i
O=C(c1ccc2c(c1)OCO2)N1CCC2(CC1)Oc1ccc(Cl)cc1C(=O)C21CC(c2cccnc2)=NO1 (configuration not stated),0,21,8,2,i,0,-2,-10,i
Cc1ccc2c(c1)C(c1ccccc1)C(=O)O2 (configuration not stated),1,10,5,-2,i,-5,6,-5,i
CC1(C(=O)NS(C)(=O)=O)CCN1C(=O)CC(c1ccccc1)c1ccccc1 (configuration not stated),-4,-12,3,1,i,-8,3,1,i
COc1ccc(C2c3ccc4ccccc4c3Oc3ncn(CCCO)c(=N)c32)cc1 (configuration not stated),5,9,-5,0,i,2,6,0,i
COc1cc(C(=O)NNC(=O)C2CSC3(C)CCC(=O)N23)cc(OC)c1OC (configuration not stated),-4,-5,-2,-1,i,-4,1,6,i
Cc1ccccc1OCCC(=O)NNC(=O)c1ccccc1F,2,-4,-7,1,i,6,-2,-10,i
Cc1nc(-c2ccc(Cl)cc2)sc1C1(C)CC(c2cccc(Cl)c2)=NO1 (configuration not stated),1,14,-1,-1,i,4,4,-3,i
COc1ccc(COC(=O)C2CC(=O)N(Cc3ccccc3)C2)cc1 (configuration not stated),-2,-6,2,2,i,3,1,-9,i
CC(C)(C)c1ccccc1NC(=O)N1CCNC(=O)C1CC(=O)Nc1ccc(F)cc1 (configuration not stated),-1,3,2,1,i,-16,2,13,i
CC(C)NC(=S)N/N=C/c1ccc(N2CCOCC2)cc1,-5,-2,-3,-2,i,-6,2,3,x
CCOC(=O)C1CCN(Cc2ccc(O)c3ncccc23)CC1,3,0,-3,4,i,14,-8,5,i

# Compound activity from PubChem BioAssay.
